Screening data deposited in PubChem by several laboratories.
PPARg SRC3 recr: promotes SRC-3 coactivator recruitment by human PPARgamma. P37231. biochemical PPARgamma/SRC-3 coactivator recruitment assay. activation, % at 8 µM. hit rate 0.26% among 200,000. AID 731; in the data active = activation above about 23%;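 also: 0% = DMSO and 100% = reference agonist; some compounds past the cut are filed as inactive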
Target sequence (P37231 whole entry, looked up): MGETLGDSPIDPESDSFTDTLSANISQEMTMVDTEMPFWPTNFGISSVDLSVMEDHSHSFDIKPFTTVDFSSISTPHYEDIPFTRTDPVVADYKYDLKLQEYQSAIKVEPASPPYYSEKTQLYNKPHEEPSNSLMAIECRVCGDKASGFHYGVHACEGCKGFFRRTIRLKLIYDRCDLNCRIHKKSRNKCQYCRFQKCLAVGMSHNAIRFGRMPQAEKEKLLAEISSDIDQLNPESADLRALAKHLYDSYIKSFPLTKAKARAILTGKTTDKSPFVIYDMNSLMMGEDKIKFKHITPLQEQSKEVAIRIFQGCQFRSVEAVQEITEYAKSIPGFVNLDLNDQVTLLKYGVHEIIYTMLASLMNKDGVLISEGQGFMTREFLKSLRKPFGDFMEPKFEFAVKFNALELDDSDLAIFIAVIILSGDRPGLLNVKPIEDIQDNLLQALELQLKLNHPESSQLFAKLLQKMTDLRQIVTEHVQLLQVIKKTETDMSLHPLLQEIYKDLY
PPARg SRC1 recr: agonists of human PPARgamma SRC-1 coactivator recruitment; PPARgamma-SRC-1 coactivator recruitment biochemical assay; hit rate 0.41% among 200,000; activation, % at 8 µM; P37231; in the data active = activation above about 19%;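 also: 0% = DMSO and 100% = reference agonist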
PPARg SRC-2 ag: promotes SRC-2 coactivator recruitment by human PPARgamma | PPARgamma LBD-SRC-2 recruitment, biochemical | activation, % at 8 µM | hit rate 0.34% among 200,000; in the data active = activation above about 22%;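 also: 0% = vehicle and 100% = reference agonist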
S1P3 antagonist: antagonists of human S1P3 receptor; Q99500; CHO S1P3 NFAT-BLA reporter, FRET fluorescence, antagonist mode; inhibition, % at 4.98 µM; hit rate 0.27% among 170,000;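 active = inhibition above the plate cutoff, the mean inhibition of test wells on that plate plus 3 SD, cut at about 28% in these data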;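 also: cells challenged with S1P at its EC80 of 0.8 µM; blue over green emission ratio from cleaved BLA substrate after 4 h stimulation; 0% = S1P-stimulated wells and 100% = unstimulated DMSO-only wells; some compounds past the cut are filed as inactive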
Target sequence (Q99500 whole entry, looked up): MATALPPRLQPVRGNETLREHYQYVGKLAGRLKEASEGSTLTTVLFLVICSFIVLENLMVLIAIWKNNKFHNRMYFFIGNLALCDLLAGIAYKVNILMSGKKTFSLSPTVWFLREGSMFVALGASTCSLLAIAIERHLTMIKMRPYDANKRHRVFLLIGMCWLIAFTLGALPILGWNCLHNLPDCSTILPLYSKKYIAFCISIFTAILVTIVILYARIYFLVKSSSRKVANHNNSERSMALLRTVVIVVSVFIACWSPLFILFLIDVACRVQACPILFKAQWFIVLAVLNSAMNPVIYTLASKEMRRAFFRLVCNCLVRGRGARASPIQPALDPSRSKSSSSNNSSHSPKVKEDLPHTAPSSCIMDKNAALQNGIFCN
bIAP inhibitor: intestinal alkaline phosphatase (bovine) inhibition; purified bovine IAP, CDP-star luminescence, 30 min; inhibition, % at 20 µM; 190,000 tested, under 10 active; AID 1019;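 active = over 50% inhibition of intestinal alkaline phosphatase at 20 µM in the single-dose screen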
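Assay system: bovine IAP enzyme; medium: DEA buffer 100 mM, pH 9.8, with MgCl2 1.0 mM, ZnCl2 0.02 mM; doses: 20 µM single dose; incubation: enzyme reaction for 30 min at room temperature; detection: CDP-star luminescence signal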
HMGR II inh: blocks class II HMG-CoA reductase of Enterococcus faecalis. purified E. faecalis HMGR, NADPH absorbance 340 nm kinetic. inhibition, % at 10 µM. hit rate 0.41% among 190,000. AID 1066;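 active = inhibition above a set limit, the median over all tested compounds plus 3 SD, cut at about 9.5% in these data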;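 also: enzyme runs in reverse so mevalonate oxidation gives rising NADPH absorbance; 0% = complete reaction with DMSO and 100% = background rate lacking mevalonate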
RAM inhibit: inhibitors of the yeast RAM network; S. cerevisiae dse1pr::URA3 reporter, 5-FOA growth OD615, 2 d; analog-sensitive cbk1-as2 kinase mutant strain; inhibition, % at 50 µM; hit rate 1.8% among 190,000; AID 868;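 active = inhibition above a set limit, 3 SD over mean compound inhibition, cut at about 8.4% in these data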;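 also: 0% = DMSO-only wells with no growth and 100% = 10 µM 1-NA-PP1 full growth; inhibition rescues growth on 5-FOA so higher OD means more RAM inhibition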
Lmaj promast: Leishmania major promastigote growth inhibition; Leishmania major promastigotes, resazurin fluorescence viability; inhibition, % at 10 µM; hit rate 9% among 200,000; in the data active = inhibition above about 50%;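 also: promastigotes grown with compound for 44 hours at 28 °C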
ROMK primary: modulates human ROMK potassium channel activity; Tet-inducible ROMK, thallium flux fluorescence; actives lie on both sides; P48048; AID 1918; hit rate 2% among 130,000; B-score at 10 µM;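 active = signal ratio slope over the read window, or its plate-corrected B-score, at least 3 SD from the plate mean, either direction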;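 also: B-score of the F/F0 ratio slope over 7 to 12 s after thallium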
Redox H2O2 prof: compounds producing H2O2 with reducing agent – biochemical, NIH compound library profiling, artefact control for MLSCN library redox annotation, primary screen; AID 878; hit rate 0.03% among 200,000; DTT-dependent redox cycling H2O2, phenol red/HRP absorbance; 100% = 100 µM peroxide control, 0% = buffer; activation, % at 10 µM;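 active = activation of at least 50% relative to the plate's high and low controls in the primary single-dose screen; inactive = activation below 50%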;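 also: compound incubated with DTT at 0.8 mM final as the reducing agent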
SRC2 TRFRET art: TR-FRET artefact, counter-screen to PPARgamma/SRC-2 agonist assay; active compounds read high; TR-FRET ratio at 8 µM; hit rate 0.4% among 200,000; AID 1049; in the data active = TR-FRET ratio above about 2000; also: inactives centre near 1500; reference of the scale not given here
An asterisk follows results filed as active; . = not tested or not shown.

Start of the listing, in advance:
compound	PPARg SRC3 recr	PPARg SRC1 recr	PPARg SRC-2 ag	S1P3 antagonist	bIAP inhibitor	HMGR II inh	RAM inhibit	Lmaj promast	ROMK primary	Redox H2O2 prof	SRC2 TRFRET art
COc1ccc(C)cc1NC(=S)NNC(=O)c1c(Br)cnn1C	4	3	3	1	-51	-3	2.1	-10	1.1	0.0	1647
COc1ccc(Nc2nc(N3CCCCC3)nc3ccccc23)c(OC)c1	6	1	-2	.	0	-4	-1.0	97*	.	0.9	1523
COc1ccc(C)cc1-n1nnnc1SCn1nnc2ccccc2c1=O	2	1	6	-4	3	-5	4.0	-6	.	2.9	1613

The list itself (from the top)
compound	PPARg SRC3 recr	PPARg SRC1 recr	PPARg SRC-2 ag	S1P3 antagonist	bIAP inhibitor	HMGR II inh	RAM inhibit	Lmaj promast	ROMK primary	Redox H2O2 prof	SRC2 TRFRET art
COc1ccc(C)cc1NC(=S)NNC(=O)c1c(Br)cnn1C	4	3	3	1	-51	-3	2.1	-10	1.1	0.0	1647
COc1ccc(Nc2nc(N3CCCCC3)nc3ccccc23)c(OC)c1	6	1	-2	.	0	-4	-1.0	97*	.	0.9	1523
COc1ccc(C)cc1-n1nnnc1SCn1nnc2ccccc2c1=O	2	1	6	-4	3	-5	4.0	-6	.	2.9	1613
COC(=O)c1cc(-c2cccs2)[nH]n1	1	-2	5	-11	5	1	0.8	-4	0.52	-1.8	1449
CN(CCCC(=O)NC1CC(C)(C)NC(C)(C)C1)S(=O)(=O)c1ccc([N+](=O)[O-])cc1	-3	6	15	0	0	-4	-0.6	-12	0.47	-0.9	1564
CCCCn1c(=O)nc2n(-c3ccc(OC)cc3)c3ccccc3cc-2c1=O	-3	-2	-6	-14	-5	2	2.8	1	0.42	0.7	1514
N#CCCn1cc(C(=O)N2CCOCC2)c(-c2ccc3c(c2)OCCO3)n1	-1	-4	5	-10	6	0	-0.6	-6	-0.17	-0.6	1528
CCOc1ccccc1N=C1SC(CC(=O)Nc2ccc(OC)cc2OC)C(=O)N1CCC1=CCCCC1 (stereo not drawn)	2	10	16	-5	2	-6	2.6	80*	0.0017	-0.6	1756
O=c1c2c3c(sc2ncn1/N=C/c1ccccc1)CCCC3	5	12	1	.	23	-7	1.0	6	-0.79	-2.5	1584
O=C(Nc1ccc(N2CCCCC2)cc1)c1ccccn1	6	3	3	-18	0	0	-0.4	-2	1.3	-0.5	1682
CCOC(=O)Oc1ccc2c(=O)c(Oc3cc(C)cc(C)c3)coc2c1	11	8	11	.	0	-3	2.4	-8	-0.2	-3.8	1558
N#CCC(=N)N1CCN(c2ccccc2)CC1	13	-1	13	.	3	3	0.2	-6	.	-1.1	1829
CC(=O)Nc1nnc(SCC(=O)c2ccc3c(c2)Cc2ccccc2-3)s1	-2	2	9	-9	3	0	6.3	-7	.	0.4	1585
CC1CCN(c2ccc(/C=N\Nc3nncn3N)cc2[N+](=O)[O-])CC1	0	3	0	-7	19	3	1.4	-4	0.023	0.3	1584
O=c1c(-c2ccc(F)cc2)coc2c3c(ccc12)OCCO3	-9	0	5	2	11	-8	-0.3	1	.	2.8	1496
CCOC(=O)c1ccc(NC(=O)CN2CCN(Cc3ccccc3)CC2)cc1	3	3	3	-6	-14	-8	0.8	-5	-0.75	0.0	1593
COc1ccc(-c2cn3cc(C(F)(F)F)cc(Cl)c3n2)cc1	2	10	11	7	0	-3	4.7	19	1.4	2.2	1628
NS(=O)(=O)c1ccc(CCNC(=O)C2CCCN2C(=O)OCc2ccccc2)cc1 (stereo not drawn)	-2	7	0	-30	-1	4	-0.9	-6	0.17	2.0	1400
CCn1c(N2CCN(CC(=O)c3ccc(OC)cc3)CC2)nc2ccccc21	-5	0	4	6	-9	-5	-0.6	12	-0.66	-3.6	1463
CCCCCCC(=O)Nc1ccc(C(=O)N/N=C/c2cccnc2)cc1	-4	-4	-3	.	2	4	1.5	-3	0.051	-3.4	1247
COc1cc(NC(=O)CSc2nc(C)c(C)c(C)n2)cc(OC)c1	-1	12	3	-6	0	-4	2.7	4	0.99	-1.3	1521
O=C(CNCC1CCCCC1)Nc1ccc(OC(F)(F)F)cc1	1	12	8	2	3	-3	-0.1	-9	-0.81	0.8	1645
CC(C)CCn1c(CN(C)Cc2ccccc2)nc2c1c(=O)n(C)c(=O)n2C	7	2	7	4	-9	-1	-0.1	43	.	-1.6	1730
Cc1cc(N2CCC(C(=O)NC3CCCCC3)CC2)nc(-c2ccccc2)n1	10	6	4	-6	-5	-6	1.4	-2	.	-2.0	1528
N#Cc1cccc(C#N)c1N1CCC(C#N)CC1	-7	4	10	-15	2	-3	0.0	-5	-0.46	-0.9	1532
Cc1ccc(N(C(=O)c2cc3ccccc3oc2=O)C2C=CS(=O)(=O)C2)cc1 (stereo not drawn)	-2	3	-9	-5	3	-6	3.2	7	.	0.0	1413
S=c1nc(-c2ccccc2)n(Cc2ccco2)c2c1CCCC2	10	4	13	12	18	-1	4.2	10	.	-1.1	1471
Cn1ncc(N2CCN(S(=O)(=O)c3ccc(Br)cc3)CC2)c(Cl)c1=O	2	7	3	-14	-11	3	3.4	39	-0.0072	0.5	1456
Cc1cccc(C)c1NC(=O)N1C2CCCC1CC(NC(=O)C(C)(C)C)C2 (stereo not drawn)	-2	3	-4	6	0	4	-0.5	-7	-0.43	0.5	1332
Cc1ccccc1SCC(=O)Nc1cccc(C#N)c1	-9	6	3	.	45	-2	1.5	31	.	1.1	1629

Carrying on:
Order of values: PPARg SRC3 recr | PPARg SRC1 recr | PPARg SRC-2 ag | S1P3 antagonist | bIAP inhibitor | HMGR II inh | RAM inhibit | Lmaj promast | ROMK primary | Redox H2O2 prof | SRC2 TRFRET art
> O=S(=O)(Cc1ccccc1)N1CCC(c2nc(-c3cccs3)no2)CC1
  4 | 7 | 5 | 12 | 5 | 2 | 7.0 | 0 | -0.29 | -0.5 | 1527
> COc1cc(Cl)ccc1NC(=O)COc1ccccc1C(=O)N1CCN(c2ccc(O)cc2)CC1
  -7 | 5 | 4 | -20 | 10 | 0 | 5.1 | 63* | 0.092 | -0.4 | 1687
> Cc1cc(=O)[nH]c(SCC(=O)Nc2cccc3ccccc23)c1C#N
  11 | 0 | 19 | . | 10 | -4 | 2.4 | -9 | -2.3 | -0.8 | 1671
> N#C/C(=N\Nc1ccc(S(=O)(=O)N2CCCCC2)cc1)C(N)=S
  1 | 0 | 2 | 9 | 0 | 0 | 2.2 | 45 | 0.77 | 0.4 | 1576
> Nc1ccc(CN2CCOCC2)cc1
  0 | -2 | 7 | -5 | -9 | 0 | 2.6 | -7 | . | -0.3 | 1473
> Fc1ccc(C2=Nn3c(Cc4ccccc4F)nnc3SC2)cc1
  5 | 4 | -11 | . | 6 | -6 | 4.2 | 6 | . | 2.2 | 1350
> C/C(=N/NC(=O)Cn1nc2ccccc2n1)c1ccc(F)cc1
  3 | -3 | 1 | -11 | -10 | 1 | -0.9 | 41 | . | -0.7 | 1456
> Cc1ccc(S(=O)(=O)N2CCC(c3nc4c(nnn4Cc4ccccc4)c(=O)[nH]3)CC2)cc1
  5 | 8 | -2 | 5 | -16 | -7 | 8.2 | -6 | 0.5 | 0.7 | 1585
> O=C(Nc1nn[nH]n1)c1cc(-c2ccc(Cl)c(Cl)c2Cl)nc2ccccc12
  7 | 5 | 8 | -12 | -23 | -4 | 2.7 | -5 | . | 0.2 | 1406
> Cc1ccccc1-c1nnc(SCc2ccccc2F)o1
  6 | -7 | 1 | -13 | 28 | -7 | -0.7 | -1 | . | -1.2 | 1488
> Cc1cc(C(=O)OCC(=O)NC(C)(C)C)c2ccccc2n1
  -3 | -6 | -5 | . | 1 | 1 | 0.1 | 5 | 1.6 | -0.6 | 1580
> CCCOC(=O)c1c(N)sc2c1CCC2
  6 | -3 | 9 | 2 | -3 | -5 | 0.6 | -4 | . | -0.1 | 1398
> COc1cccc(-c2nnc(SCC(=O)N3CC(C)CC(C)C3)o2)c1 (stereo not drawn)
  0 | 2 | 11 | -19 | 6 | -11 | -0.8 | -2 | . | -1.5 | 1895
> CNC(=S)N(Cc1ccco1)Cc1cc2cc(OC)ccc2[nH]c1=O
  2 | 5 | -2 | -1 | 3 | 1 | 2.2 | 0 | 0.026 | 0.6 | 1672
> CN(C)c1nc(-c2ccccc2)c2cnn(Cc3ccccc3)c2n1
  3 | -3 | 1 | 21 | -2 | 0 | 4.8 | 63* | 0.25 | -0.4 | 1458
> COCCn1c(SCC(=O)N2CCCc3ccccc32)nc2c(c1=O)SC(C)C2 (stereo not drawn)
  7 | -2 | -2 | . | -8 | -4 | 1.6 | -1 | . | 0.1 | 1611
> N=c1c2c(-c3ccccc3)c(-c3ccccc3)oc2ncn1CCCN1CCOCC1
  1 | -2 | -9 | 13 | -15 | 0 | 2.4 | 87* | -3.8* | 0.8 | 1448
> CC1CCCC(C)N1C(=O)CSCc1ccc(Cl)cc1 (stereo not drawn)
  9 | 10 | 2 | . | 0 | -4 | 0.9 | 1 | . | -0.9 | 1526
> COc1ccc(-c2nn(-c3ccccc3)cc2CNC(=O)c2cccc([N+](=O)[O-])c2)cc1
  5 | -1 | -3 | 16 | 8 | 0 | 4.2 | 52* | . | 1.1 | 1731
> CS(=O)(=O)N(CC(=O)NCCSCc1ccco1)c1ccc2c(c1)OCO2
  -1 | 0 | -3 | -22 | 12 | -6 | 2.0 | 5 | -0.0012 | -0.6 | 1518
> COc1ccc(C2CCCN2C(=S)Nc2cccc(C)c2)cc1OC (stereo not drawn)
  1 | -3 | 0 | -9 | 0 | 3 | -0.4 | 7 | -0.26 | 0.8 | 1623
> O=C(Cc1cn2ccsc2n1)OCc1nc2ccccc2s1
  7 | -4 | 7 | -20 | -2 | -4 | 2.2 | -3 | . | 0.8 | 1639
> COc1ccc(N2CCN(C(=S)NCCc3ccccc3)CC2)cc1
  14 | -4 | 5 | . | . | . | . | -8 | . | -3.7 | 1537
> COc1ccccc1OCC(=O)NCCSCc1cccc(Cl)c1
  -1 | 2 | 4 | 14 | 4 | -1 | 3.9 | -3 | . | 0.1 | 1534
> Cc1ccc2cc(CN(Cc3cccs3)C(=O)c3ccco3)c3nnnn3c2c1C
  -1 | -6 | 6 | -8 | 15 | 1 | 4.6 | 30 | 0.018 | 1.8 | 1587
> CCOC(=O)C1(C(=O)O)NC(=O)CC1c1ccccc1 (stereo not drawn)
  -9 | 2 | -2 | . | 0 | 0 | 0.2 | -5 | . | 2.4 | 1416
